# RSV CPE inhibition – RSV antiviral activity via CPE protection, HEp-2 cells, primary 10 µM value included (AID 2391); HEp-2 cells, RSV-induced CPE inhibition; higher % means a stronger effect; CPE inhibition, % at 10 µM, or IC50 in µM where a hit was titrated; hit rate 0.13% among 310,000; in the data active = a potency from the dose series; inconclusive = CPE inhibition mostly from about 23% at the one dose, without a potency; inactive = the rest, 99 in 100 with CPE inhibition below about 21%; note: strong numbers were not always called active
# Dengue-2 NS5 capping – Dengue-2 NS5 methyltransferase inhibitors, primary screen, biochemical, confirmation dose response (AID 588689) | Dengue-2 NS5 methyltransferase capping enzyme assay, biochemical; higher % means a stronger effect | hit rate 0.3% among 340,000 | inhibition, % at 25 µM; hits with a dose series show IC50 in µM; in the data active = a potency from the dose series; inconclusive = inhibition above about 29% without an active follow-up result
# West Nile antiviral – West Nile virus antiviral activity, cell-based, CPE readout (AID 1621); CPE inhibition, % at 10 µM, or IC50 in µM where a hit was titrated; hit rate 0.02% among 290,000; West Nile virus-infected cells, CPE inhibition; higher % means a stronger effect; in the data active = a potency from the dose series; inconclusive = CPE inhibition mostly from about 3.7% at the one dose, without a potency; inactive = the rest, 99 in 100 with CPE inhibition below about 2.2%; note: strong numbers were not always called active
# XIAP displacement – XIAP antagonists, biochemical, IAP family, fluorescence polarization (AID 1018) | E3 ubiquitin-protein ligase XIAP (Homo sapiens) | XIAP BIR domain, fluorescence polarization peptide displacement; higher % means a stronger effect | displacement, % at 20 µM, or IC50 in µM where a hit was titrated | hit rate 0.007% among 200,000; in the data active = displacement above about 50%; note: a part of the inactive calls stands beside numbers as strong as those of hits
# Yfh1-off respiration – enhancers of respiration in Yfh1-depleted yeast, dose response, Friedreich's ataxia, plus single-dose screen (AID 1465); hit rate 0.074% among 220,000; fold induction at 50 µM, or EC50 in µM where a hit was titrated; S. cerevisiae Yfh1-off respiration, WST-1 reduction, 72 h; higher fold induction means a stronger effect;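 active = fold induction of absorbance versus untreated yeast above a set limit, then at least 30% activation at any dose in follow-up; inconclusive = repeats straddling the limit, or above it without dose testing; inactive = fold induction below the set limit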;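 note: activators that raise dye reduction in frataxin-depleted yeast; strong numbers were not always called active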
# CSM14.1 death rescue – rescue of cells from ER stress-induced death, primary screen, 384-well, CSM14.1, thapsigargin, ATP luminescence (AID 1222) | 190,000 tested, under 10 active | cellular ATP content (survival), % at 20 µM; hits with a dose series show EC50 in µM | CSM14.1 thapsigargin-induced death rescue, ATP luminescence; higher % means a stronger effect;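 active = EC50 below 50 µM in the dose-response confirmation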;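 note: death triggered by thapsigargin at about 15 µM added after 2 h compound pretreatment; cell ATP read after overnight thapsigargin exposure of roughly 18 to 22 hours; normalized against plate controls of thapsigargin alone and 5% DMSO vehicle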
# WT yeast gro inh – growth inhibition of WT strain, primary screen, mitochondrial fusion inhibitor project, WT and mutant strains, chemical genetic; mitochondrial fusion phenotypic screen; inhibition, % at 10 µM; hit rate 2.1% among 190,000; in the data active = inhibition above about 58%; tested in S. cerevisiae
# UTI89 phage lysis – inhibition of K1F phage lysis, E. coli UTI89, bacterial capsule biogenesis inhibitors, alamar blue (AID 488966); hit rate 0.02% among 340,000; E. coli UTI89 K1F phage lysis, alamar blue, 2 h; higher % means a stronger effect; inhibition, % at 100 µM, or IC50 in µM where a hit was titrated;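 active = phage lysis inhibition, versus mean bacterial control, above a set limit; inconclusive = no clear call, values can overlap the other calls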;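 note: capsule biogenesis inhibitors block K1F phage lysis so surviving cells raise fluorescence; higher fluorescence means more inhibition of phage lysis; actives were called in the ten point dose series up to 300 µM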
# SV40 large T antigen – SV40 large T antigen inhibitors, biochemical (AID 1903). inhibition, % at 20 µM, or IC50 in µM where a hit was titrated. SV40 large T antigen ATPase/helicase inhibition assay; higher % means a stronger effect. hit rate 0.39% among 310,000; in the data active = a potency from the dose series; inconclusive = inhibition mostly from about 32% at the one dose, without a potency; inactive = the rest, 99 in 100 with inhibition below about 32%; note: strong numbers were not always called active
# WT yeast gro inh mutant strain – also measured in WT yeast gro inh; calls as there; inhibition, %; mitochondrial fusion phenotypic screen, mutant strain inhibition
# An asterisk follows results filed as active; i = inactive; u = inconclusive; x = not tested or not shown; [ ] = dose if it differs, or a comment.
No.	structure	XIAP displacement	WT yeast gro inh	SV40 large T antigen	West Nile antiviral	Dengue-2 NS5 capping	WT yeast gro inh mutant strain	RSV CPE inhibition	CSM14.1 death rescue	UTI89 phage lysis	Yfh1-off respiration
1	O=C(c1cnccn1)N1CCCC(N2CCN(c3cccc(Cl)c3)CC2)C1 (stereo not drawn)	x	x	18%	0.1%	1%	x	2.1%	x	-0.2%	x
2	Nc1cc(N)nc(SCC(=O)NCc2ccco2)n1	-4.7%	9	8%	-0.6%	2%	7	0.7%	-1.1%	0.7%	i
3	Cc1ccsc1/C=N/Nc1ncnc2nc[nH]c12	-8.9%	7	12%	0.0%	-8%	11	-0.5%	-0.5%	-0.2%	i
4	COc1cc(/C(C)=N\NC(=O)CSc2nc3ccccc3n2C)ccc1O	x	x	25%	0.1%	-13%	x	-0.4%	x	0.0%	i
5	CN(C)c1ccc(/C=C2\N=C(C(C)(C)C)OC2=O)cc1	x	x	12%	0.5%	-72%	x	0.5%	x	0.3%	x
6	CC(C)(C)N(Cc1ccccc1)C(=O)COC(=O)CSc1ccc([N+](=O)[O-])cc1	x	x	8%	x	-6%	x	0.0%	x	-0.5%[50 µM]	x
7	CC(C)(CO)NC(=O)CCCOc1ccc(Cl)cc1Cl	-0.7%	-14	0%	-0.5%	2%	-62	0.5%	x	11%	i
8	Cc1cc(C)cc(NC(=O)Cn2cnc3c(nnn3Cc3ccc(F)cc3)c2=O)c1	-2.7%	-3	7%	0.7%	x	-5	2.2%	0.8%	0.9%	i
9	Cc1ccccc1Cn1cc(CCC(=O)N2CCOCC2)c2ccccc21	x	x	8%	-0.7%	-10%	x	4.2%	x	0.1%	x
10	CO/N=C(\C)C(Cc1ccc(Cl)nc1)Cc1ccc(Cl)nc1	x	x	-3%	-0.9%	-4%	x	-0.4%	x	0.2%	x
11	CC(=O)Nc1c2c(nn1-c1ccc(C)cc1)CS(=O)(=O)C2	x	x	1%	0.1%	-3%	x	-0.5%	x	0.1%	x
12	CCc1ccc(OC(=O)/C=C/c2ccco2)cc1	x	x	11%	u	5%	x	1.7%	x	0.2%	x
13	Nc1nnc(SCCN2C(=O)c3ccccc3C2=O)s1	-11%	11	11%	0.2%	-2%	24	-0.2%	-1.8%	0.7%	i
14	c1ccc(-c2ccc3ccccc3n2)cc1	x	x	15%	-0.2%	3%	x	-0.1%	x	1.8%	i
15	CN(C)c1nc(NCc2ccccc2)nc(N/N=C/c2cccc(Br)c2)n1	-6.9%	46	3%	-0.5%	-3%	-5	0.4%	1.9%	0.6%	i
16	O=C(Nc1ccc(F)cc1F)c1cc2ccccc2oc1=O	x	x	14%	15%	0%	x	3.5%	x	0.1%	x
17	NC(=S)Nc1ccc(Cl)cc1Cl	x	x	20%	0.7%	-9%	x	-0.4%	x	-1.5%	i
18	Cc1ccc(NC(=O)C(C)Sc2nnc(-c3cccnc3)n2-c2ccccc2)cc1 (stereo not drawn)	-6.7%	2	17%	0.0%	-10%	8	1.1%	2.9%	6.7%	i
19	NNC(=O)CCC(=O)Nc1ccccc1	-4.0%	5	10%	0.2%	2%	6	1.2%	-0.3%	-0.2%	i
20	COc1cc(NC(=O)C(c2ccccc2)c2ccccc2)c(C(=O)O)cc1OC	x	x	12%	-0.2%	-1%	x	1.2%	x	-0.1%	x
21	COc1ccc(OC)c(-c2cc(C(=O)NCc3ccc(Cl)cc3)no2)c1	1.6%	16	14%	-0.1%	5%	10	1.0%	-0.2%	0.0%	i
22	Cc1cc(Cl)ccc1C(=O)C1CCCN(C(=O)/C=C/c2cnn(C)c2)C1 (stereo not drawn)	2.4%	-10	10%	-0.6%	-5%	0	-0.5%	-0.6%	0.0%	i
23	COc1ccc(NC(=O)Nc2c[nH]c(=O)[nH]c2=O)cc1OC	x	x	9%	0.3%	2%	x	0.4%	x	0.0%	x
24	Cc1cc(C)c(C)c(OCC(=O)O/N=C(\N)c2cccnc2)c1	x	x	14%	0.1%	-1%	x	0.2%	x	-1.1%	i
25	CC(=O)Nc1ccc(-c2nnc(SCC(=O)n3c4c(c5ccccc53)CCCC4)n2C)cc1	-14%	17	9%	0.0%	-3%	17	x	0.2%	8.2%	i

# Fetched by compound from above (3):
No.	structure	XIAP displacement	WT yeast gro inh	SV40 large T antigen	West Nile antiviral	Dengue-2 NS5 capping	WT yeast gro inh mutant strain	RSV CPE inhibition	CSM14.1 death rescue	UTI89 phage lysis	Yfh1-off respiration
5	CN(C)c1ccc(/C=C2\N=C(C(C)(C)C)OC2=O)cc1	x	x	12%	0.5%	-72%	x	0.5%	x	0.3%	x
1	O=C(c1cnccn1)N1CCCC(N2CCN(c3cccc(Cl)c3)CC2)C1 (stereo not drawn)	x	x	18%	0.1%	1%	x	2.1%	x	-0.2%	x
17	NC(=S)Nc1ccc(Cl)cc1Cl	x	x	20%	0.7%	-9%	x	-0.4%	x	-1.5%	i

# More entries
No.	structure	XIAP displacement	WT yeast gro inh	SV40 large T antigen	West Nile antiviral	Dengue-2 NS5 capping	WT yeast gro inh mutant strain	RSV CPE inhibition	CSM14.1 death rescue	UTI89 phage lysis	Yfh1-off respiration
26	CCOc1ccc(CC2S/C(=N/c3ccccn3)NC2=O)cc1 (stereo not drawn)	-0.9%	11	2%	0.2%	-5%	18	0.8%	-0.4%	-0.1%	i
27	Cc1cccc(-n2c(=S)[nH]c3sc4c(c3c2=O)CCc2ccccc2-4)c1	2.0%	27	14%	1.6%	11%	27	x	-0.7%	-1.6%	i
28	COc1ccc(/C=C(\C#N)c2n[nH]c(Cn3cncn3)n2)cc1	-3.0%	4	-4%	-0.3%	x	-2	-1.2%	-2.3%	x	i
29	CSc1nnc2ccc(-c3ccc(C)cc3)nn12	x	x	7%	1.8%	-5%	x	u	x	7.6%	x
30	Cc1ccc(CN2CCN(C3CSCCSC3)CC2CCO)cc1 (stereo not drawn)	-3.5%	5	8%	-0.3%	1%	-2	-1.5%	0.6%	0.0%	i
31	CCOC(=O)C1CCN(C2CCN(C(=O)c3oc4c(F)cccc4c3C)CC2)CC1	x	x	19%	0.0%	3%	x	1.7%	x	0.1%	x
32	CC(C)(CO)NC(=O)Nc1ccc(Cl)c(Cl)c1	-5.2%	-18	-5%	-0.4%	-4%	-9	-0.1%	-0.9%	-4.3%	i
33	CCC(=O)Nc1nc(CC(=O)Nc2ccccc2)cs1	2.2%	-13	9%	0.0%	-4%	-4	0.8%	-1.5%	-0.1%	i
34	Cn1ncc(Br)c1C(=O)N1CCCC1	x	x	11%	-0.3%	2%	x	1.9%	x	0.2%	x
35	COc1ccccc1N(CC(=O)N1CCc2ccccc2C1)S(C)(=O)=O	-3.7%	-13	19%	-0.2%	-1%	2	0.0%	1.2%	0.9%	i
36	CCOC(=O)c1cn(-c2c(C)n(C)n(-c3ccccc3)c2=O)c2c(F)c(F)c(F)cc2c1=O	x	x	2%	1.2%	x	x	1.8%	x	x	i
37	COCCNC(=O)c1cc(-c2ccncc2)nc2ccc(S(=O)(=O)N3CCOCC3)cc12	-4.0%	-6	6%	-0.1%	-4%	14	0.1%	-0.9%	1.2%	i
38	CCC1=Nc2cc(C(=O)O)ccc2Sc2ccc(Cl)cc21	-11%	5	20%	x	4%	4	2.0%	-1.9%	-0.7%	x
39	COC(=O)c1cnn(-c2ccc(Cl)cc2)c1/C=N/NC(N)=S	x	x	16%	-0.8%	1%	x	5.4%	x	-0.5%	i
40	COc1ccc(OC)c(C(=O)c2ccc(C(=O)c3cc(OC)ccc3OC)cc2)c1	-7.6%	-1	8%	0.2%	-9%	1	4.3%	1.2%	-0.1%	i
41	O=C(N/N=C/c1coc2ccccc2c1=O)c1ccccc1	-4.5%	-2	18%	-0.6%	-3%	17	1.7%	x	-0.1%	i
42	COc1ccc(/C=N/NC(=O)c2ccc(Cl)cc2)cc1Cn1cc(Cl)cn1	-4.7%	0	6%	-0.6%	-4%	-28	2.0%	-3.0%	0.1%	i
43	Cc1cc(C)c(S(=O)(=O)N2CCCCC2CCNC(=O)C(=O)NCc2cccnc2)c(C)c1 (stereo not drawn)	x	x	11%	x	-5%	x	5.2%	x	-1.2%	x
44	Cc1cc2cc3c(cc2nc1SCC(=O)N1CCOCC1)OCO3	x	x	3%	-1.1%	4%	x	1.1%	x	-0.2%	x
45	O=C(CCC(=O)N(CC(=O)NC1CCCCC1)Cc1cccs1)Nc1nccs1	x	x	12%	-0.2%	7%	x	-0.3%	x	0.2%	i
46	Cc1ccc(CSc2nc3ccncc3n2CC(=O)Nc2cc(C)cc(C)c2)cc1	-3.4%	1	4%	0.0%	-3%	-1	2.0%	-5.9%	-2.8%	i
47	COc1ccccc1/C=N/NC(=O)CC(=O)Nc1ccc(Cl)c(Cl)c1	-18%	7	7%	0.2%	-1%	22	0.4%	1.0%	-0.5%	i
48	COCCCN(C(=S)Nc1cc(C)cc(C)c1)C(C)c1ccncc1 (stereo not drawn)	-6.4%	4	14%	-0.1%	1%	4	0.6%	1.9%	4.6%	i
49	O=C(Nc1cnc2ccccc2c1)c1cccc(-n2cnnn2)c1	-12%	-4	-4%	0.9%	1%	6	1.2%	-1.5%	-0.1%	i
50	COc1cc(NC(=O)C2CCCO2)c(OC)cc1Cl (stereo not drawn)	-0.3%	-8	11%	0.1%	5%	-8	-0.5%	-0.1%	-0.3%	i

# More results.
No.	structure	XIAP displacement	WT yeast gro inh	SV40 large T antigen	West Nile antiviral	Dengue-2 NS5 capping	WT yeast gro inh mutant strain	RSV CPE inhibition	CSM14.1 death rescue	UTI89 phage lysis	Yfh1-off respiration
51	COc1ccc(NC(=O)C2CCCN(S(=O)(=O)c3c(C)n[nH]c3C)C2)cc1OC (stereo not drawn)	-5.1%	-6	-1%	0.9%	6%	-4	3.9%	-5.6%	0.0%	i
52	CN(C)CC1CCCCC1OC(=O)c1ccc(Br)cc1 (stereo not drawn)	-7.5%	-2	23%	0.2%	-7%	11	0.3%	-1.5%	0.5%	i
53	CCCCCCCC[n+]1cccc2c3ccccc3ccc21	-5.8%	80*	10%	-1.5%	-6%	67*	0.1%	-1.3%	0.7%	i
54	O=C(NC1=NCCS1)c1ccc(OCC2CCCO2)cc1 (stereo not drawn)	-5.2%	27	6%	0.2%	-7%	21	2.4%	-3.0%	-2.0%	i
55	O=C(Cn1nc(C(=O)O)c2ccccc2c1=O)c1cc(F)ccc1F	x	x	6%	-0.2%	3%	x	-0.3%	x	0.1%	i
56	Cc1ccccc1NC(=O)CSc1nnc(-c2ccoc2C)n1CCc1ccccc1	-8.5%	2	2%	-0.7%	3%	4	0.3%	0.5%	-1.3%	i
57	N#Cc1ccc(S(=O)(=O)NCC(=O)OCC(=O)NCCc2ccccc2)cc1	x	x	-1%	0.3%	5%	x	1.1%	x	0.7%[50 µM]	x
58	CC(=O)N/C(=N\c1nc(C)cc(C)n1)Nc1ccc2ccccc2c1	x	x	1%	-2.3%	-8%	x	1.5%	x	-3.0%	x

# This is a random part of the collection; 2.2% or so of the library scored in one or more.
